S1P4 antag = antagonists of human S1P4 receptor; S1P4-expressing cells, antagonist mode, reporter read-out; AID 1510; inhibition, % at 4.98 µM; 0.26% of 220,000 active; in the data active = inhibition above about 29%;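 also: 0% = wells stimulated with agonist and 100% = vehicle wells without agonist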
TRPML3 agonist = activates the human TRPML3 channel | HEK293 TRPML3-YFP, Fluo-8 calcium fluorescence; 100% = the carbachol control signal | activation, % at 3 µM | 0.29% of 220,000 active | AID 1448;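 active = activation above its plate's cutoff, the mean activation of the plate's test wells plus 3 SD, cut at about 12% in these data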;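 also: 0% = DMSO only wells and 100% = carbachol wells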
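system = HEK293 cells stably carrying human TRPML3-YFP | doses = one concentration, 3 µM nominal, 0.3% DMSO | timing = dye loading 1 h 37 °C then 30 min ambient, 125 s read | detection = Fluo-8 calcium dye fluorescence, ex 470-495, em 515-575 nm | benchmarks = high control carbachol 87 µM, low control DMSO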
CHOP inhibitor = CHOP inhibition in unfolded protein response. CHO-K1 CHOP-promoter luciferase, tunicamycin-induced, 15-18 h. inhibition, % at 10 µM. 3.8% of 220,000 active;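 active = compounds that reduced the stress-induced luciferase reporter signal by more than about 70% of percent inhibition, limit read from the data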;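 also: 0% = tunicamycin plus vehicle and 100% = wells without tunicamycin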
NPY-Y1 antag = NPY-Y1 (human) receptor antagonism; AID 1040; 1% of 200,000 active; inhibition, % at 3.6 µM; HEK293-CNG Y1 cells, membrane potential fluorescence; NPY at EC95, then isoproterenol;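 active = inhibition above the campaign mean inhibition of all tested compounds plus 3 SD, cut at about 20% in these data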;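 also: 0% = DMSO wells given NPY plus isoproterenol and 100% = isoproterenol alone without NPY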
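Benchmarks – high control isoproterenol alone, low control NPY with isoproterenol · Material – HEK293 Y1/CNG channel cell line · Times – dye 3 h, compound 60 min room temperature, stimulation 45 min · Probe or stimulus – NPY (25 nM), isoproterenol (1 µM), Ro 20-1724 (25 µM) · Evaluation – % inhibition of NPY effect · Signal – fluorescence, membrane potential probe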
EP2 mod = EP2 receptor (human) modulation. EP2-expressing cells, cAMP HTRF FRET, PGE2 co-stimulation. induction, % at 25 µM. 0.83% of 260,000 active;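 active = compounds whose cAMP rise, as percent of the full-agonist control response, exceeds 60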;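 also: rat C6 glioma line stably carrying human EP2 under a CMV promoter; the protocol text gives 20 µM as final concentration; 100% = response of wells given 1 µM PGE2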
Target sequence (P43116 whole entry, looked up): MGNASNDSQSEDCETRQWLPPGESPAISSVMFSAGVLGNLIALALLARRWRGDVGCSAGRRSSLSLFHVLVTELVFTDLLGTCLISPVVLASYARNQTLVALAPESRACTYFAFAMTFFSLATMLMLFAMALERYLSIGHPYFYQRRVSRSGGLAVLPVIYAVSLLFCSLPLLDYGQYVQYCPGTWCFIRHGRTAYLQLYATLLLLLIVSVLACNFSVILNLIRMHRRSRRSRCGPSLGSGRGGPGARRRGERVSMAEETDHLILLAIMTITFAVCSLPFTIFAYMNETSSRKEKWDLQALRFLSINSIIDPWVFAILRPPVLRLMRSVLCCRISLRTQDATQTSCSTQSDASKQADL
NPY1 pot ag = potentiators or agonists of human neuropeptide Y receptor Y1. 0.37% of 220,000 active. activation, % at 3.6 µM. NPY-Y1 expressing cells, potentiator/agonist activation; in the data active = activation above about 33%, passing the limit was not always enough;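 also: cells stimulated with NPY at EC10 then isoproterenol at EC100; 0% = low agonist plus stimulus and 100% = saturating agonist plus stimulus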
NPY2 pot ag = potentiates or activates human NPY-Y2 receptor; AID 1359; P49146; 0.45% of 220,000 active; activation, % at 3.6 µM; cells expressing NPY-Y2, potentiator/agonist read-out; in the data active = activation above about 27%;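 also: cells stimulated with NPY near EC25 plus isoproterenol at EC100; 0% = vehicle plus submaximal agonist and 100% = vehicle plus saturating agonist; some results beyond the cut were filed as inactive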
Target sequence (P49146 whole entry, looked up): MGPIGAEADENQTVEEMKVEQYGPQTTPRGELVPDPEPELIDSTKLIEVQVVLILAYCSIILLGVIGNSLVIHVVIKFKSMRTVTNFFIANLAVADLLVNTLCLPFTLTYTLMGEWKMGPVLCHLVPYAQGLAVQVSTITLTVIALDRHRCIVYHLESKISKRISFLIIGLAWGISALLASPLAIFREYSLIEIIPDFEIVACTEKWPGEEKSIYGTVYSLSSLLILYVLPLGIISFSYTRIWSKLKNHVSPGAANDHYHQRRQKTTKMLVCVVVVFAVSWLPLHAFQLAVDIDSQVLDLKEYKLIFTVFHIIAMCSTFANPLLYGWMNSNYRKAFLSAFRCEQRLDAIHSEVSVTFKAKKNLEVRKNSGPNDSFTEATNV
S1P4 agonist = human S1P4 receptor agonism | O95977 | S1P4-expressing cell line, agonist reporter assay | activation, % at 4.98 µM | 0.35% of 220,000 active; in the data active = activation above about 11%;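 also: 0% = DMSO vehicle and 100% = reference agonist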
TRPN1 ag = zebrafish TRPN1 (NompC) channel agonism. HEK293 zebrafish TRPN1-YFP, Fluo-8 calcium fluorescence; 100% = response to 87 µM carbachol. activation, % at 3 µM. 0.18% of 220,000 active. AID 1424;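 active = activation above its plate's cutoff, the mean activation of test wells on that plate plus 3 SD, cut at about 19% in these data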;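 also: 0% = DMSO alone and 100% = 87 µM carbachol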
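Material: zebrafish TRPN1-YFP in HEK293 cells. Doses: one dose of 3 µM, 0.3% DMSO. Incubation: dye 1 h 37 °C plus 30 min RT. Measured by: intracellular calcium fluorescence with Fluo-8.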
An asterisk follows results filed as active; . = no result given; & = joins results of further samples.

SMILES	S1P4 antag	TRPML3 agonist	CHOP inhibitor	NPY-Y1 antag	EP2 mod	NPY1 pot ag	NPY2 pot ag	S1P4 agonist	TRPN1 ag
O=C(N/N=C/c1cccc([N+](=O)[O-])c1)C1CC(=O)N(c2ccc(F)cc2)C1 (stereo not given)	-4	0.4	17	4	-38	-12	-12	-1.1	-1.2
COc1ccc(CCC(=O)N2c3ccccc3CC2C)cc1 (stereo not given)	17	-0.9	-17	4	31	-29	7	-0.1	-2.4
COc1ccc(NC(=O)CCCn2c(=O)c3sccc3n(Cc3cccc(C)c3)c2=O)cc1	7	0.2	51	-3	30	-27	-16	3.4	0.0
CCCOc1ccc(CSc2ncn[nH]2)cc1	12	-0.6	11	0	-3	1	22	-1.4	0.6
C=CCOc1ccc(C2NC(=O)NC(C)=C2C(=O)OC)cc1 (stereo not given)	-4	0.8	24	-7	0	5	3	-0.9	0.7
O=C1c2cccnc2C(Nc2ccc(Br)cc2)N1Cc1cccs1 (stereo not given)	-14	1.0	16	-2	-25	16	5	2.4	1.3
O=C(Nc1cc(S(=O)(=O)N2CCCC2)ccc1OCC(F)(F)F)c1ccc(F)cc1	-15	0.8	35	-2	20	5	-5	0.0	-0.8
CN(C)c1oc(COc2ccccc2F)nc1C#N	7	0.1	-16	-5	16	21	0	0.3	0.0
CCOc1ccc(N(CC(=O)N2CCN(c3ccccc3)CC2)S(=O)(=O)c2c(C)noc2C)cc1	1	-0.2	18	3	1	-12	-19	-0.5	0.1
O=C(CCC(=O)N(CC(=O)NC1CCCC1)C1CCCCC1)Nc1ccccn1	6	0.7	-6	15	16	8	-5	-0.2	-0.6
CC(C)(C)c1nn2cnnc2n(/N=C/c2ccccc2)c1=O	0	0.3	29	5	-19	-6	-8	0.3	0.5
COc1ccc(-c2csc(NC(=O)CCCc3cccs3)n2)cc1	-11	1.2	6	7	27	15	8	3.6	0.4
COc1cccc(C(=O)Nc2sc3c(c2C#N)CCN(C(C)=O)C3)c1	-8	3.6	-28	7	-50	0	-7	2.0	5.8
O=C1c2ccccc2C(O)N1CCN1CCOCC1 (stereo not given)	-3	1.0	18	-2	-16	-17	-22	-3.9	1.1
CNC(=O)CSc1nc2[nH]ncc2c(=O)[nH]1	-13	0.6	0	0	-2	7	-4	2.0	0.8
C/C(N)=C(/C#N)C(=O)CSc1nc2ccccc2c(=O)n1-c1ccc(C)cc1	-8	0.3	26	2	20	-1	5	-1.7	-0.8
CC(C)COc1ccc(C(=O)N/C(=C\c2cccc([N+](=O)[O-])c2)C(=O)OC(C)C)cc1	6	-0.2	8	8	-18	-23	-3	-0.3	-0.4
CCC(C(=O)NC(C)(C)C)N(C(=O)c1ccc(Cl)nc1)C1CCCC1 (stereo not given)	0	0.1	-29	-11	8	12	-1	0.9	1.0
Cc1ccc(S(=O)(=O)N2CCCCC2)cc1C(=O)Nc1cccnc1	-9	0.1	4	.	0	6	-2	-0.5	0.8
COc1ccc(N(CC(=O)O)S(=O)(=O)c2ccccc2[N+](=O)[O-])c(OC)c1	-2	0.7	24	-2	24	2	12	0.6	0.7

Look-ups from the entries so far.
Under NPY-Y1 antag, COc1ccc(N(CC(=O)O)S(=O)(=O)c2ccccc2[N+](=O)[O-])c(OC)c1 reads -2
Under NPY1 pot ag, COc1ccc(-c2csc(NC(=O)CCCc3cccs3)n2)cc1 reads 15

Remaining list, next part
SMILES	S1P4 antag	TRPML3 agonist	CHOP inhibitor	NPY-Y1 antag	EP2 mod	NPY1 pot ag	NPY2 pot ag	S1P4 agonist	TRPN1 ag
CCOC(=O)C(CC)Sc1nc2c(cnn2-c2ccccc2)c(=O)[nH]1 (stereo not given)	-12	-1.2	24	2	21	-5	0	-2.4	-0.1
Cc1ccc(-c2nc3ncccc3o2)cc1NC(=O)c1ccco1	-16	0.3	.	-8	.	-14	1	-1.0	0.7
COc1ccc(C(C(=O)NC2CCCC2)N(Cc2ccccc2)C(=O)CNC(=O)c2ccco2)cc1 (stereo not given)	-5	-0.4	-4	4	7	19	-5	-1.4	-0.9
Cc1cccc(/N=C/c2c(O)c3ccccc3oc2=O)n1	-2	1.0	60	0	26	-2	0	-1.4	1.0
CSCC[C@H](NC(=O)OC(C)(C)C)C(=O)N/N=C/c1c(C)[nH]c(=O)[nH]c1=O	6	-0.1	-8	4	14	27	-1	-2.3	0.9
Nc1nc(-c2ccco2)cs1	-5	0.4	-16	-1	-9	11	11	-1.3	1.5
COc1ccccc1-c1n[nH]c(=S)n1-c1ccccc1	-9	0.0	1	0	12	2	6	2.4	0.3
CC1CCCC(C)N1C(=O)c1cc(F)c(F)cc1Cl (stereo not given)	-7	1.1	-13	1	4	-5	-12	-0.7	1.0
Cc1ccc(-c2nc3cccnc3s2)cc1NC(=O)C1c2ccccc2Oc2ccccc21	-11	0.6	-39	0	10	-7	-1	0.4	-0.2
COc1ccc(C(=O)NC(=S)Nc2ccc(N3CCCC3)cc2)cc1	-3	0.3	4	0	-24	5	-10	-2.5	2.1
O=C(CSc1nnc(Nc2ccccc2)s1)NN1C(=O)NC2(CCCCC2)C1=O	-11	0.5	-22	1	13	-23	-9	-0.6	-0.1
Cc1ccc(CNC(=O)C2C3C=CC4(CN(Cc5cccnc5)C(=O)C24)O3)cc1 (stereo not given)	5	0.6	-50	-1	10	17	2	-0.2	0.4
CC[C@H](C)C(C(=O)N1CCN(C(=O)OC(C)(C)C)CC1)n1cc(C(CC(C)C)NC(=O)OC(C)(C)C)nn1 (stereo not given in full)	-1	0.1	14	4	21	6	-21	-2.2	-1.0
O=C1CC(c2ccccc2Cl)c2c(sc3c(=O)[nH]c(CCl)nc23)N1 (stereo not given)	-9	0.3	-3	.	0	6	7	2.0	1.7
COc1ccc(OC)c(NS(=O)(=O)c2cccs2)c1	-20	0.1	9	-5	19	-9	-5	0.2	-0.2
COc1cc(NC(=O)CN2CCCCC2C)c(C)cc1[N+](=O)[O-] (stereo not given)	-7	-0.2	10	-2	-17	22	11	-0.1	-0.5
CCOC(=O)c1nn(-c2ccc3ccccc3c2)cc1O	-7	0.5	-22	2	-13	2	-3	-0.6	-1.4
O=C1N/C(=C/c2ccc(N3CCOCC3)o2)C(=O)N1c1cccc(Cl)c1	-4	0.8	34	-2	-46	9	4	0.2	-0.1
CCCCn1c(N)c(N(CCC(C)C)C(=O)COC(=O)c2ccco2)c(=O)[nH]c1=O	-12	-0.1	12	-1	-2	18	11	0.2	1.1
S=C(NCc1ccccc1)Nc1cccc(Cl)c1	-21	1.3	23	-5	-57	11	-4	0.8	2.4
CCOc1ccc(NC(=O)Nc2cnccn2)cc1	11	-1.1	-7	1	-2	19	10	0.5	2.5
CCOc1ccc2nc(SCC(=O)Nc3cc4c(cc3C(C)=O)OCO4)[nH]c2c1	-7	-0.5	-9	3	-13	-28	-3	-1.1	-1.0
O=C(NCC1CCCO1)C(c1cccs1)N(C(=O)c1ccc(CN2CCOCC2)o1)c1ccc(Cl)cc1 (stereo not given)	-14	0.9	-4	-4	16	-23	9	4.9	0.0
O=C(CSc1ccc2nnc(-c3cccc(F)c3)n2n1)N1CCCc2ccccc21	-10	0.2	105*	-4	-10	-10	-8	1.0	-0.2
CCC(=O)Nc1sc(C(=O)OC)c(C)c1C(=O)OC	-16	0.9	1	-2	15	4	7	-0.3	2.0
COC(=O)c1c(CSc2cccc(C)c2)noc1C(=O)NCc1ccco1	-18	-0.2	43	13	1	-37	-19	1.7	-0.7
CC(C)C1OC(c2cccc(NC(=O)c3cccs3)c2)OCC1(C)C (stereo not given)	17	0.6	79*	-4	-8	6	-9	-0.7	0.4
CCOc1ccc(/C=C2\SC(=S)N(CCC(=O)O)C2=O)cc1	11	0.8	84*	.	36	-27	-14	0.9	0.6
CC(C)CCN(C(=S)Nc1cccc(F)c1)C(C)c1cccs1 (stereo not given)	-5	0.7	56	2	29	13	17	1.8	-2.0
CC(C)c1ccc(NC(=O)CSc2nc(-c3ccccc3F)nc3nc[nH]c23)cc1	-26	0.9	100*	-3	10	11	0	0.4	1.1
OCC#CCSc1nnc(-c2ccc(Br)cc2)o1	-4	-0.1	2	4	37	-11	-4	0.9	0.1
O=C(CCCN1C(=O)c2cccc3cccc(c23)C1=O)NC1CCS(=O)(=O)C1 (stereo not given)	9	0.4	-14	-1	4	9	6	-0.9	-0.3
Cc1ccc(-n2ncc3c(N4CCC5(CC4)OCCO5)ncnc32)c(C)c1	-34	2.7	-21	0	-17	-9	-7	-0.3	3.4
COc1cc2c(cc1OC)C1=C(C#N)CCC(=NC(=O)c3ccc(Cl)cc3)N1CC2	-16	0.4	25	7	21	-14	-11	1.7	-0.7
CCOc1ccc(-n2c(C)c(C(C)=O)c3cc(OCC(N)=O)ccc32)cc1	0	-0.8	5	3	-50&-45	10	-7	3.1	-0.4
CCOC(=O)CCSc1n[nH]c(=S)s1	6	0.4	-24	.	30	-13	5	-0.2	0.4
COc1cc(CNc2ccc(N3CCOCC3)c(C(=O)O)c2)ccc1OCC(N)=O	-3	1.5	1	-2	6	22	8	-0.8	-1.0
c1ccc(-c2nn3c(Cn4cnc5ccccc54)nnc3s2)cc1	10	0.2	1	5	5	3	8	-0.4	0.3
CCNC(=S)NNC(=O)Cn1nc(C)cc1C	-3	0.6	11	-2	7	3	-9	-0.3	0.7
CCOC(=O)C1(Cc2cccc(OC)c2)CCN(Cc2cccn2-c2nccs2)CC1	4	-1.0	43	19	21	-6	-18	-2.3	-1.6
Nc1[nH]ncc1C(=O)Nc1cccc(C(F)(F)F)c1	-9	0.3	28	-3	-21	-2	16	1.2	0.5
O=C(NCCN1CCOCC1)c1cc(Cl)ccc1[N+](=O)[O-]	-4	1.4	17	-4	21	-1	10	-0.4	0.1
CCc1nnc(NC(=O)c2ccc3nc(CC)c(CC)nc3c2)s1	-18	-0.1	-12	0	2	15	1	1.7	0.7
CCN(CC)S(=O)(=O)c1ccc(-c2nnc3sc4cccc(C)c4n23)cc1	-9	1.4	-29	-3	-15	12	11	-2.2	3.4
CCNc1nc(Oc2ccc(=O)n(C)n2)nc(N2CCOCC2)n1	2	0.8	-3	-2	26	1	-7	-1.2	0.4
CCNc1nc(NCC)nc(N/N=C(\C)c2ccc(OC)cc2)n1	-27	0.9	22	1	-2	-3	5	1.6	-0.3
Cc1ccc(/C=N/NC(=O)c2cccc(S(=O)(=O)N3CCOCC3)c2)o1	2	-0.3	10	1	-31	7	-2	2.5	0.8
O=C(CSc1nc2ncc(Cl)cc2[nH]1)c1ccc2c(c1)OCO2	16	0.5	8	.	-37	-38	-47	-1.4	-0.2

Source: PubChem BioAssay (several laboratories)
